Compound activity from PubChem BioAssay.
TDP1 cell CPT – DT40-hTDP1 cell growth loss with CPT; AID 686979; 12% of 420,000 active; Potency, µM (titrated, usually from 46.2 µM), for inactives: at the top dose activity change, negative = growth inhibition, hits mostly inhibitors; chicken DT40 Tdp1-/-;hTDP1 cells + 20 nM CPT, ATP luminescence, 48 h; further: nearly all actives have a fitted effect of over 55% in size
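Cell growth measured by CellTiter-Glo luminescence after a minimum 48 h, 37 C compound exposure with 20 nM CPT in Tdp1-knockout DT40 cells stably expressing hTDP1, seeded 400/well; qHTS titration format.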
DT40 TDP1 no CPT – qHTS for Inhibitors of human tyrosyl-DNA phosphodiesterase 1 (TDP1): qHTS in cells in absence of CPT; DT40 Tdp1-/- hTDP1 cells, no CPT, ATP luminescence, 48 h; Potency, µM (highest dose often 46.2 µM), for the others: at the highest dose activity change, negative = growth inhibition, hits mostly inhibitors; 15% of 420,000 active; further: nearly all actives have a fitted effect of over 55% in size
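No-CPT arm: Tdp1-/-;hTDP1 DT40 cells (400/well) plus compounds, incubated ≥48 hr at 37 °C. Readout CellTiter-Glo luminescence.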
TDP1 block – blocks human tyrosyl-DNA phosphodiesterase 1; Q9NUW8; recombinant TDP1, AlphaScreen DNA substrate cleavage; Potency, µM (highest dose often 130 µM), without a hit: at the top dose activity change, negative = inhibition, most hits filed as inhibitors; 0.28% of 350,000 active; further: nearly all actives have a fitted effect of over 40% in size
Target sequence (Q9NUW8 whole entry, looked up): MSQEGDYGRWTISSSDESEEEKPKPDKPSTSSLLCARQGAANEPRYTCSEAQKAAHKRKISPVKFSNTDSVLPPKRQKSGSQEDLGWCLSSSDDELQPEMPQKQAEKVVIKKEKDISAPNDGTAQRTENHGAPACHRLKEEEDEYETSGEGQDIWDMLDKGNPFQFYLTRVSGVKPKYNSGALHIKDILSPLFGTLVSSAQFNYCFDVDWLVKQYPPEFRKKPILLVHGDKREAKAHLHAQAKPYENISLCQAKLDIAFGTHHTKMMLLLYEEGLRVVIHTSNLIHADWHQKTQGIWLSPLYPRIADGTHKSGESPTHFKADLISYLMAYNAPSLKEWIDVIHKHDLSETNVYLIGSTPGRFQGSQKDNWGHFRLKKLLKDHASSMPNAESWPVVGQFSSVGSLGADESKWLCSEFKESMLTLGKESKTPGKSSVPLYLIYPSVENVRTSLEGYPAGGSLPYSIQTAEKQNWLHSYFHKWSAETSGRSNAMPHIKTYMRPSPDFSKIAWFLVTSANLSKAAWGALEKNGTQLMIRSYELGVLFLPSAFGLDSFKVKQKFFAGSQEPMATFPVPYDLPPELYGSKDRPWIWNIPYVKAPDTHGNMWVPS
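Recombinant human Tdp1 (E. coli-expressed, 1 nM final) preincubated with compounds 15 min at room temperature, then 5'-biotin/3'-phosphotyrosine-FITC DNA substrate (15 nM final) added for 5 min. AlphaScreen beads (10 ug/ml final) added 10 min; cleavage lowers signal.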
The depositor's hits bear a star; u = inconclusive; x = no result given; & = joins results of further samples; [ ] = another dose, or the depositor's remark. The call rests on the fitted dose curve; in most records, active means well fitted curve in the direction sought with a large enough effect; inconclusive means small, poorly fitted or top-dose-only effect, or another doubt; inactive means no such curve, though single readings can be large; an effect the other way counts as inactive or inconclusive. On the % scale 0 is the no-effect control and ±100 the full control effect; potency means the concentration at half of the fitted maximal effect.

1) COc1ccc(S(=O)(=O)N2CCC(C(=O)Nc3ccc(Oc4ccccc4)cc3)CC2)cc1
2) CCN(CC)c1ccc(NC(=O)CN2CCN(CC(=O)Nc3ccccc3OC)CC2)cc1
3) C[C@H](CO)N1C[C@H](C)[C@@H](CN(C)S(=O)(=O)c2cccs2)OCc2cn(nn2)CCCC1=O
4) Cn1c(=O)cc(NCCc2ccccc2)[nH]c1=O
5) COC(=O)CCCn1cc(CN2CC(N3CCN(CCN(C)C)CC3)CS2(=O)=O)nn1 (stereo not given)

compound no.	1	2	3	4	5
TDP1 cell CPT	-9.2%	23.1µM*	-2.1%	7.31µM*	2.4%
DT40 TDP1 no CPT	5.7%	u	-7.8%	10.3µM*	-23.3%
TDP1 block	x	6.6%	x	4.4%	x

6) N#Cc1ccc(NCCc2ccccn2)c([N+](=O)[O-])c1
7) Cc1cc(NC(=O)CS(=O)(=O)c2cn(Cc3cccc(Br)c3)c3ccccc23)no1
8) CC1=CC2=NC(=O)/C(=C/c3coc4ccccc4c3=O)C(=N)N2O1
9) CN(C(=O)c1ccc(NC(=O)Cc2ccc(NC(=O)C3CCN(C(=O)c4ccccc4)CC3)cc2)cc1)C1CC1
10) Cc1cc2nc(N3CCCN(Cc4cccn4-c4ncccn4)CC3)nc(C)c2cc1C

compound no.	6	7	8	9	10
TDP1 cell CPT	-13.0%	25.9µM*	7.6%	u	-14.2%[9.04 µM]
DT40 TDP1 no CPT	-21.7%	u	1.5%	u	16.4µM*
TDP1 block	8.6%	x	1.4%	10.7%	x

11) CC(=O)OC[C@@H]1CN(Cc2ccccc2)C[C@H](n2cnc3c(N4CCCC4)ncnc32)O1
12) CC(=O)c1c(C(C)=O)c(C)n(-c2nc(-c3ccccc3)c(C)s2)c1C
13) O=C(NC1c2ccccc2-c2ccccc21)c1ccco1
14) COc1cc(/C=C/C(=O)OCC(=O)Nc2cc(S(=O)(=O)N3CCOCC3)ccc2Cl)cc(OC)c1OC
15) CCC(NC(=O)NCc1cccnc1)(C(F)(F)F)C(F)(F)F

compound no.	11	12	13	14	15
TDP1 cell CPT	-23.1%	u	-26.3%	u	-16.0%
DT40 TDP1 no CPT	-25.1%	13µM*	-14.2%	u	7.9%
TDP1 block	x	4.5%	2.8%	0.7%	2.2%

16) COc1ccc(/C=N/NC(=O)c2cc(C)on2)c2ccccc12
17) COC(=O)Cn1c2ccccc2c2nc(C)sc21
18) CCCCN(CCCC)CCCNC(=O)C12CN(Cc3ccccc3)CC1C(c1cccc([N+](=O)[O-])c1)=NO2 (stereo not given)
19) CC(C)N(Cc1ccccc1)C(=O)C1CCCN(c2ncnc3onc(-c4ccc(F)cc4)c23)C1 (stereo not given)
20) COc1cc2ccc3c(CCN(C)C)cc(OC)c(OC)c3c2cc1OC

compound no.	16	17	18	19	20
TDP1 cell CPT	9.3%	-5.2%	u	7.31µM*	-12.0%
DT40 TDP1 no CPT	-26.4%	1.0%	u	5.17µM*	u
TDP1 block	5.9%	9.1%	12.6%	6.3%	x

21) Cc1ccccc1N1CCN(S(=O)(=O)c2nnc(NC(=O)c3ccccc3)s2)CC1
22) C=CCn1c(SCC(=O)NCC)nc2sc3c(c2c1=O)CCC3
23) O=C(Nc1ccccc1)OCc1cnc(Cl)s1
24) Cc1ccc(S(=O)(=O)Nc2ccc3c(c2)n(C)c(=O)n3C)cc1
25) CC1CC(C)CN(c2oc(Cc3ccccc3)nc2C#N)C1 (stereo not given)

compound no.	21	22	23	24	25
TDP1 cell CPT	u	6.8%	-13.2%	10.3µM*	-18.8%
DT40 TDP1 no CPT	-25.1%	-9.5%	7.2%	u	u
TDP1 block	-1.3%	x	0.0%	0.2%	8.9%

26) CCOC(=O)[C@]12CCCC=C1N(Cc1ccc3c(c1)OCO3)C(=O)[C@H](CC(=O)NCc1cccc(C(F)(F)F)c1)C2
27) CNC(=O)[C@@H]1C[C@H](NC2CCCCCCC2)CN1Cc1cccc(OC)c1OC
28) COC(=O)c1c(NC(=O)COc2ccc(Cl)cc2Cl)sc2c1CC(C)(C)NC2(C)C
29) O=c1[nH]c(SCC2CCCCO2)nc2ccccc12 (stereo not given)
30) C=CCn1c(Cn2nnc3ccccc32)nnc1SCC(=O)N/N=C/c1cc(Br)cc(OC)c1O

compound no.	26	27	28	29	30
TDP1 cell CPT	u	u	7.31µM*	u	1.2%
DT40 TDP1 no CPT	16.4µM*	-27.7%	8.2µM*	-16.3%	-12.7%
TDP1 block	x	x	0.3%	8.7%	0.0%

31) Cc1ccc(Cc2c(-c3cccc(Cl)c3)nc3ccc(C)cn23)cc1
32) CC(C)N(C(=O)[C@H]1C[C@H](CC(=O)NCCN2CCOCC2)C(=O)N2CCc3c([nH]c4cc(-c5ccco5)ccc34)[C@]12C)C(C)C
33) O=C(c1cc(-c2cccc(O)c2)on1)N1CCCCCC1
34) CCN(C(=O)CCc1nnc2ccc(N3CCC4(CC3)OCCO4)nn12)c1ccccc1
35) O=C(Nc1ccc(S(=O)(=O)Nc2ncccn2)cc1)c1cc(=O)c2ccccc2o1

compound no.	31	32	33	34	35
TDP1 cell CPT	u	u	13.7%	-14.5%	-3.6%
DT40 TDP1 no CPT	16.4µM*	u	-5.2%	13.4%	-14.2%
TDP1 block	x	4.7%[56.1 µM]	8.0%	4.1%	8.6%

36) CC(=O)Nc1ccccc1C(=O)N1CCN(c2cccc(C)c2C)CC1
37) NC(=O)c1c(NC(=O)C2CCCO2)sc2c1CCCC2 (stereo not given)
38) O=C(c1ccc(CNS(=O)(=O)c2ccc(Br)cc2)cc1)N1CCCCCC1
39) COCCNc1nc(NCCOc2ccccc2)c2sc(-c3ccccc3)cc2n1
40) COc1ccc(OC)c(NC(=O)CN2C(=O)C3(OCCCO3)c3ccccc32)c1

compound no.	36	37	38	39	40
TDP1 cell CPT	-28.1%	u	23.1µM*	16.4µM*	-14.0%
DT40 TDP1 no CPT	0.7%	u	u	14.6µM*	-10.8%
TDP1 block	4.8%	0.6%	1.4%	x	4.4%

41) O=C(NCC1CCCO1)c1cc(-c2ccccc2)nc2ccccc12 (stereo not given)
42) CCCN(C)C1CN(Cc2cn(Cc3ccc(C)cc3)nn2)S(=O)(=O)C1 (stereo not given)
43) COc1ccc(CNC(=O)c2cc3ccccn3n2)cc1OC
44) C=C(C)CN1C(=O)C(C)SC1=NN=C1SCC(=O)N1C (stereo not given)
45) CCN(C1CCCCC1)S(=O)(=O)c1cc2c3c(c1)CCN3C(=O)CC2

compound no.	41	42	43	44	45
TDP1 cell CPT	-17.0%	-11.7%	-22.6%	1.1%	-20.0%
DT40 TDP1 no CPT	u	-19.7%	-10.7%	-14.7%	-22.6%
TDP1 block	5.9%	x	7.9%	x	4.5%[0.505 µM]

46) COc1ccc(-c2nc3cccc(C)n3c2Nc2ccc(C)cc2)cc1
47) CC(NC(=O)[C@H](C)NC(=O)C1CC(=O)N(c2ccc3c(c2)OCO3)C1)c1ccccc1 (stereo not given in full)
48) CCOc1ccc(CCN2C(=S)N([C@@H](Cc3ccccc3)CN3CCCC3CN3C(=S)NC[C@@H]3Cc3ccccc3)C[C@@H]2Cc2ccc(O)cc2)cc1 (stereo not given in full)
49) Cc1cccc(-c2cccc(C(=O)N3CCc4c(cnc(C)c4CNC(=O)c4cncs4)C3)c2)c1
50) COc1ccc(C2=NOC(C(=O)NCCCN3CCOCC3)C2)cc1 (stereo not given)

compound no.	46	47	48	49	50
TDP1 cell CPT	20µM*	-3.9%	20.6µM*	-5.3%[9.04 µM]	-3.2%
DT40 TDP1 no CPT	12.6µM*	23.4%	23.1µM*	u	-21.1%
TDP1 block	7.1%	-1.9%	x	x	2.3%

51) CS(=O)(=O)N(CC(=O)NCCSCc1ccccc1)c1ccccc1
52) Nc1c(Cl)cc(C2=NCCn3nc4cc([N+](=O)[O-])ccc4c32)cc1Cl
53) CCOc1ccc(-c2nnn(CC(=O)NCc3ccco3)n2)cc1OCC
54) CCOc1ncccc1C(=O)Nc1cc(S(=O)(=O)N2CCCCC2)ccc1OC
55) CCN(CC)C(=O)C1=C(C)Nc2nc3ccccc3n2C1c1ccccc1F (stereo not given)

compound no.	51	52	53	54	55
TDP1 cell CPT	-3.3%	u	-0.3%	9.3%	u
DT40 TDP1 no CPT	-7.1%	18.4µM*	2.0%	u	u
TDP1 block	8.6%	9.2%	4.9%	0.6%	0.9%

56) C=CCN(c1ccccc1C(=O)O)S(=O)(=O)c1ccc(NC(=O)OC)cc1
57) CCN1CCN(C(=O)c2ccc3c(c2)N(Cc2ccc(Cl)cc2)C(=O)c2ccccc2S3=O)CC1 (stereo not given)
58) CCOc1ccc(/C(O)=C2/C(=O)C(=O)N(CCOCCO)C2c2ccccn2)cc1 (stereo not given)
59) COc1ccc(CC(=O)OCC(=O)c2c(N)n(C)c(=O)n(C)c2=O)cc1OC
60) OC(Cc1ccccc1)c1ncc(-c2ccc(Cl)cc2)[nH]1 (stereo not given)

compound no.	56	57	58	59	60
TDP1 cell CPT	7.3%	u	2.9%	-3.1%	u
DT40 TDP1 no CPT	-1.2%	u	-0.8%	u	16.4µM*
TDP1 block	-8.0%	6.9%	-3.9%	-1.3%[56.1 µM]	x

61) COc1ccc(-c2oc(=O)c3cc(OC)c(OC)cc3c2/C=C/c2cccc([N+](=O)[O-])c2)cc1
62) CCCOCn1cc(F)c(=O)[nH]c1=O
63) CCn1nc(C)c(CN2CCC3(CCC(CNC(=O)c4ccccc4)O3)CC2)c1C (stereo not given)
64) O=C(NCc1ccc2c(c1)OCO2)C1CC(c2ccccc2O)=NO1 (stereo not given)
65) COc1ccc(-c2ccc(-c3noc(-c4cccs4)n3)c(OC)n2)cc1

compound no.	61	62	63	64	65
TDP1 cell CPT	8.2µM*	7.7%	3.5%	-5.3%	u
DT40 TDP1 no CPT	9.2µM*	-14.4%	-4.4%	6.5%	-26.9%
TDP1 block	-7.2%	0.0%	x	2.3%	3.1%

66) O=C(N/N=C/c1ccc(Br)s1)c1c[nH]c2ccccc12
67) O=C(CSc1nnc(Cc2ccccc2)o1)N1CCOCC1
68) O=c1[nH]c(C(F)(F)F)nc2ccccc12
69) CCOC(=O)c1c(-c2ccc(C)cc2)cn2ccccc12
70) Cc1cc(Sc2ccc(Cl)cc2)nc2ccccc12

compound no.	66	67	68	69	70
TDP1 cell CPT	u	-22.9%	-6.8%	-10.3%	-20.5%
DT40 TDP1 no CPT	u	-16.0%	-17.8%	u	-25.2%
TDP1 block	0.0%	-2.1%	3.0%	-3.1%	2.2%[12.3 µM]

71) CC1=C(C(=O)OC(C)C)C(c2cn(-c3ccccc3)nc2-c2cccs2)NC(=O)N1 (stereo not given)
72) CC(c1ccccn1)N(C)C(=O)c1ccc2nc(Cc3cccc(Cl)c3)oc2c1 (stereo not given)
73) Cc1ccc(CSCc2ccc(C(=O)NCCCN3CCOCC3)o2)cc1
74) COc1ccc(C(CC(=O)N2CCCCC2)c2c(O)cc(OC)cc2OC)cc1 (stereo not given)

compound no.	71	72	73	74
TDP1 cell CPT	u	u	u	u
DT40 TDP1 no CPT	23.1µM*	u	6.51µM*	u
TDP1 block	7.6%	2.7%	0.0%	10.3%&4.7%
